Screening data as filed in PubChem.
GalR3 antagonist: blocks the human galanin receptor 3. HEK293 GalR3-CNG cAMP membrane potential fluorescence; galR3 body fused to GalR1 C-terminus. 360,000 tested, 0.44% active. inhibition, % at 3 µM. AID 651719;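 active = inhibition above the screen-wide average plus 3 SD, cut at about 13% in these data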;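 note: forskolin and galanin both at EC90 stimulate the cells; cAMP rise reported by CNG channel membrane potential dye signal; 0% = forskolin plus galanin with DMSO and 100% = forskolin alone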
p-CIP stab down: compounds decreasing mouse p/CIP protein stability; F442A p/CIP-EGFP cells, EGFP fluorescence, 16 h; decrease of EGFP signal, % at 10 µM; 290,000 tested, 0.01% active; AID 1984;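 active = EGFP signal decrease of at least 30% at 10 µM or well 3 SD below plate mean, unless failing retest; inactive = the rest, including hits failing retest or dose response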; note: some compounds called inactive have numbers as strong as hits; many of its hits are not listed in these tables
NS3 helicase inh: inhibitors of Hepatitis C virus NS3 helicase. NS3 helicase DNA unwinding, Cy5 molecular beacon fluorescence. inhibition, % at 10.9 µM. 290,000 tested, 0.56% active. AID 1800;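 active = inhibition above the mean of all tested compounds plus 3 SD, set per campaign, cut at about 35% in these data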;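 note: 0% = DMSO wells and 100% = thioflavine S control wells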
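System: HCV NS3 helicase fragment; control set: DMSO and thioflavine S; technique: Cy5 fluorescence at 0 and 60 min, beacon hairpin quenching; reagent: beacon DNA duplex substrate plus ATP; replicates: singlicate; schedule: 1 h reaction at 25 °C, ATP-initiated; medium: MOPS buffer pH 6.5 with MgCl2, DTT, Tween20, BSA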
IDE act: activators of human insulin-degrading enzyme in cells; P14735; HEK cells, FAbeta-B cleavage, fluorescence polarization; 0% vehicle, 100% cell-free pure enzyme wells; activation, % at 5.96 µM; 340,000 tested, 0.073% active;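 active = activation above the mean of all tested compounds plus 3 SD, set per screening campaign, cut at about 17% in these data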
Target sequence (P14735 whole entry, looked up): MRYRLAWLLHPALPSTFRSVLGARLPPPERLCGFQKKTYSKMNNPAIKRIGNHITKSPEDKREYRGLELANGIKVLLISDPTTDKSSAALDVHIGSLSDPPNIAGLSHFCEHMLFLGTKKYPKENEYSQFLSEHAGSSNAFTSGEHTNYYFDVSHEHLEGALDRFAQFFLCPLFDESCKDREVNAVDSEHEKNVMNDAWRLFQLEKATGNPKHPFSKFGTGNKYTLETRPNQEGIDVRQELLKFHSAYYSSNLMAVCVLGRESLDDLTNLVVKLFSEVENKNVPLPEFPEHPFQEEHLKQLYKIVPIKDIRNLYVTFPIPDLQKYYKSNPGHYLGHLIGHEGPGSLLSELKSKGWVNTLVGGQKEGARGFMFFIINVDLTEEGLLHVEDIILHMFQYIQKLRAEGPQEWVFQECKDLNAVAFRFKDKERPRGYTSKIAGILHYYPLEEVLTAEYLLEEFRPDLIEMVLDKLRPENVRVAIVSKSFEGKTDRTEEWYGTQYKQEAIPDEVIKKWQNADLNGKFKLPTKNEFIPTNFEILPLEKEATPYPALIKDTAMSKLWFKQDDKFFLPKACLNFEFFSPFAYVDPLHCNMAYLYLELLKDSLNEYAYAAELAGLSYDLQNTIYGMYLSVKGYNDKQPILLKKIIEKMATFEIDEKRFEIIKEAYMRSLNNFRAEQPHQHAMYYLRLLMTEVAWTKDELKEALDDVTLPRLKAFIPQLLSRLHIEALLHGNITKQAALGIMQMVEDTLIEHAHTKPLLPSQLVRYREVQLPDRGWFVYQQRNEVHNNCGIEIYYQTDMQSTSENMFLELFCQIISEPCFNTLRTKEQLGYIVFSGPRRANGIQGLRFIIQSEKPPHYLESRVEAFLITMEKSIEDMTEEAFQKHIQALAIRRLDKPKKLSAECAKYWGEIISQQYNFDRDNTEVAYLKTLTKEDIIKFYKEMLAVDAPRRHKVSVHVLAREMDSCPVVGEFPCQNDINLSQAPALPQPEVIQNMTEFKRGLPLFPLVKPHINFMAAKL
UBC9 SUMO inh: SUMOylation inhibition. P63279. HTRF SUMOylation assay, SAE1/SAE2 + UBC9, in vitro. inhibition, % at 35 µM. 290,000 tested, 0.36% active. AID 2006; in the data active = inhibition above about 50%, passing the limit was not always enough; note: strong numbers were not always called active
VIM-2 inh: blocks Pseudomonas aeruginosa VIM-2 metallo-beta-lactamase | purified VIM-2, nitrocefin hydrolysis, epi-absorbance fluorescence | inhibition, % at 5.6 µM | 290,000 tested, 0.89% active | AID 1527;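 active = inhibition above the mean of all tested compounds plus 3 SD, cutoff set per screening run, cut at about 7.5% in these data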;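 note: red hydrolysis product quenches plate fluorescence so inhibitors raise well fluorescence; 0% = enzyme with DMSO and 100% = DMSO without enzyme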
IMP-1 inhibitor: inhibitors of Pseudomonas aeruginosa IMP-1 metallo-beta-lactamase | purified IMP-1, nitrocefin hydrolysis, epi-absorbance fluorescence | inhibition, % at 5.6 µM | 290,000 tested, 0.45% active;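 active = inhibition above the mean plus 3 SD of all compounds in the same screening run, cut at about 4.5% in these data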;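 note: 0% = IMP-1 with DMSO and 100% = DMSO wells lacking enzyme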
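Assay system: purified recombinant IMP-1 beta-lactamase. Input: IMP-1 0.2 nM before substrate addition. Buffer or medium: Zinc- and detergent-supplemented HEPES buffer, pH 7.1. Schedule: 25 °C, 15 min preincubation, 25 min reaction. Signal: Epi-absorbance fluorescence, 480 nm excitation, 530 nm emission. Evaluation: percent inhibition from optical density relative to buffer-blank wells.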
IDE cell inh: inhibitors of human insulin-degrading enzyme in cells | P14735 | HEK cells, FAbetaB cleavage, fluorescence polarization | inhibition, % at 5.59 µM | 320,000 tested, 0.41% active;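 active = percent inhibition above the average of all tested compounds plus 3 SD, set per screening campaign, cut at about 16% in these data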;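 note: IDE supplied by intact live HEK cells; FP after avidin binding of uncleaved biotin substrate so inhibition keeps polarization high; 0% = DMSO wells and 100% = 60 µM reference IDE inhibitor Ii1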
CRFBP-R2 block: CRF-BP/CRF-R2 complex antagonism; HEK293 CRF-R2/CRF-BP, CRF-induced calcium fluorescence; 350,000 tested, 0.59% active; inhibition, % at 11.8 µM;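 active = inhibition of the ligand-induced calcium signal above about 50% at the single tested concentration, limit read from the data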
* = called active by the depositor; . = not tested or not shown.

Values run as follows: GalR3 antagonist	p-CIP stab down	NS3 helicase inh	IDE act	UBC9 SUMO inh	VIM-2 inh	IMP-1 inhibitor	IDE cell inh	CRFBP-R2 block
CCCCN(CCCC)C(=S)NC(=O)c1ccccc1Cl
    5	-8	-3	-4	29	-4.4	-4.2	10	17
Cc1ccc(C(=O)Nc2ncc(Cc3ccccc3)s2)o1
    3	3	-6	6	-14	-3.5	-4.8	7	-30
O=C(CN1C(=O)NC2(CCCCC2)C1=O)Nc1cccc(S(=O)(=O)N2CCOCC2)c1
    -6	-1	12	-1	-2	-0.5	-1.0	1	5
Cc1ccc(C(C)C)c(OCC(=O)Nn2c(C)nc3ccccc3c2=O)c1
    -1	0	0	-3	-7	-1.3	-2.6	-5	9
COc1cc(CC(=O)Nc2cccc(SC)c2)cc(OC)c1OC
    -5	2	-7	2	7	-0.9	-1.5	5	2
CC(=O)c1ccc(S(=O)(=O)N2CCN(c3nc4c(C)c(C)ccc4cc3C#N)CC2)cc1
    -7	.	-8	-6	.	-2.8	-1.7	-5	-7
CC(C)N1CCc2c(sc(NC(=O)c3ccc(S(=O)(=O)N4CCCCC4C)cc3)c2C(N)=O)C1 (stereo not given)
    1	-7	-33	4	-11	2.1	-1.9	-4	-60
COc1ccc(CCNC(=O)c2ccc3c(c2)N(Cc2ccc(C)cc2)CCS3)cc1OC
    .	-6	-16	0	12	-0.4	0.3	3	22
Cc1ccc(NC(=O)COC(=O)C2CCC(=O)N2)c([N+](=O)[O-])c1 (stereo not given)
    -5	0	3	0	-16	-0.7	0.0	3	13
COc1ccc(S(=O)(=O)NC2CCCC2)c(OC)c1
    5	4	8	3	-6	-1.1	-3.1	5	-3
COc1cc(NC(=O)CCc2nnc3ccc(NCc4ccco4)nn23)cc(OC)c1
    -3	-1	9	4	3	-2.2	1.1	-2	-4
CCSc1oc(-c2ccco2)nc1S(=O)(=O)c1ccc(C)cc1
    -11	4	9	3	4	-0.7	-2.5	4	44
CSc1nncn1/N=C/c1ccc([N+](=O)[O-])cc1
    -5	-7	-1	4	8	-1.8	-2.1	6	9
S=c1[nH]c(-c2ccccc2)cn1/N=C/c1cccnc1
    -1	-4	9	-6	18	-3.7	-2.3	-1	-11
OCCNc1nc(Nc2ccc(Cl)cc2)nc(N2CCCC2)n1
    -8	.	.	1	.	.	.	1	6
COc1cc2c(cc1NC(=O)c1cccnc1)oc1ccccc12
    -4	-7	-6	-4	18	-0.8	-3.2	2	1
Cc1ccc2nc3sc(C(=O)NCc4ccco4)c(N)c3cc2c1
    0	-2	12	0	-4	-1.5	2.6	4	-7
O=C(CCl)Nc1ccc(N=Nc2ccccc2)cc1
    6	-2	-8	3	-13	-2.0	-3.4	.	-12
COc1ccccc1NCC(=O)c1ccc(Cl)cc1
    -9	-4	9	-2	11	-0.3	-3.0	0	-8
O=C(COC(=O)C1C2CC3OC(=O)C1C3C2)Nc1ccccc1 (stereo not given)
    -6	-12	22	5	5	-3.7	-1.0	5	6
CC1CC(NC(=O)c2c(O)nc3sccn3c2=O)CC(C)(C)C1 (stereo not given)
    -1	.	.	4	.	.	.	-1	0
CCc1cc(=O)oc2cc(C)cc(OCC(=O)N[C@@H](CSCc3ccccc3)C(=O)O)c12
    2	2	14	6	26	-2.2	-4.0	-1	-1
O=C1C2C(C(=O)N1c1ccncc1)C1C=CC2C12CC2 (stereo not given)
    -3	1	-8	-2	10	-2.5	-1.0	4	-6
COc1ccc([N+](=O)[O-])cc1N(CC(=O)NCCC1=CCCCC1)S(C)(=O)=O
    0	-4	-15	4	-5	-1.2	0.5	-4	1
CN(C(=O)COc1ccc2ccc(=O)oc2c1)C1CCS(=O)(=O)C1 (stereo not given)
    2	-18	0	2	18	-2.0	-2.1	0	-7
CCOc1ccc(OCC)c(Nc2cc(C)nc3nc(C)nn23)c1
    -1	-17	9	3	12	3.3	-2.9	0	-19
CC1=CS(=O)(=O)CC1Sc1nc2ccccc2[nH]1 (stereo not given)
    -1	6	1	1	-3	1.0	2.5	4	12
COc1ccc(NC(=O)c2c(NC(=O)CCC(=O)O)sc3c2CCCCC3)cc1
    -4	-20	11	-6	17	-3.3	-2.2	-3	-5
CN1CCN(C(CNC(=O)C(=O)Nc2ccc3c(c2)OCO3)c2ccc(F)cc2)CC1 (stereo not given)
    -6	.	.	1	.	.	.	-4	-11
O=C(CCC(=O)OCC(=O)c1ccc(-c2ccccc2)cc1)Nc1cccc2cccnc12
    1	-8	0	-4	0	-2.2	-2.4	5	-13
CCn1c(C)nc2cc(C(=O)OC(C(F)(F)C(F)F)C(F)(F)C(F)F)ccc21
    -2	-14	-29	5	-11	-1.8	-1.0	-1	-22
CCCNS(=O)(=O)c1ccc(OCC(=O)N(C)Cc2ccccc2)cc1
    -7	-14	-7	7	13	-1.7	-1.2	2	-5
CC(C)CN(C(=O)CN(C)CC(=O)Nc1ccccc1C#N)c1c(N)n(CC(C)C)c(=O)[nH]c1=O
    4	.	.	3	.	.	.	4	20
COc1cccc(N2CCN(CC(=O)c3c[nH]c4ccc(OC)cc34)CC2C)c1 (stereo not given)
    -5	-7	-15	3	-3	-2.4	-2.5	6	14
COCC(=O)Nc1sc2c(c1C(=O)OC)CCC(C)C2 (stereo not given)
    4	9	0	2	-11	-3.5	-2.6	0	-6
Cc1c(Cc2ccccc2)c(=O)oc2c(C)c(OC(C)C(=O)N[C@@H](Cc3ccccc3)C(=O)O)ccc12 (stereo not given in full)
    -3	11	-36	12	28	-2.6	-4.2	-1	6
Cc1cc(C)c(C(=O)COC(=O)c2ccc([N+](=O)[O-])o2)cc1C
    -8	-4	5	5	-4	-2.7	-4.1	0	-9
CCOc1ccc(CNC(=O)c2ccc3c(c2)N(CC)CCS3)cc1
    .	2	-8	-3	19	-1.6	-2.4	-2	28
Cc1ccc(CNc2oc(-c3cccs3)nc2C#N)cc1
    -1	3	-10	5	6	0.5	-1.6	3	4
COc1ccc(C(=O)CN2C(=O)NC(C)(c3ccc(C)cc3)C2=O)cc1OC (stereo not given)
    -5	-8	6	-1	-21	-3.8	-2.2	0	-33
COCOc1cc(O)c(C(=O)/C=C/c2ccccc2)c(OCOC)c1
    22*	.	.	4	.	.	.	9	3
COC(=O)CCn1nc(-c2ccc(Cl)cc2)c2ccccc2c1=O
    -5	-11	2	1	13	0.8	-0.2	1	-13
CC(C)(C)c1ccc(/C=C/C(=O)N2CCc3ccccc3C2)cc1
    -1	-10	-12	8	-15	-1.2	-2.3	-2	6
COC(=O)n1ccc(C(=O)Nc2ccccc2F)n1
    -4	1	8	4	-24	-1.1	-4.0	1	1
COc1ccc(C2(C)NC(=O)NC2=O)cc1OC (stereo not given)
    -8	-10	13	-1	15	-3.8	-4.0	6	-6
O=C(CCc1nnc(CCCc2ccccc2)o1)NCCN1CCOC1=O
    -6	-13	0	3	20	-8.6	-3.5	-1	6
COC(=O)CN(c1ccccn1)S(=O)(=O)c1ccccc1
    -3	-7	4	5	3	-2.2	-3.1	-1	9
COc1ccccc1CNC(=O)COC(=O)c1cc(=O)c2ccccc2o1
    -5	.	.	3	.	.	.	9	4
Cc1cccc(-c2ocnc2C(=O)Nc2ccccc2C(=O)N2CCCC2)c1
    -6	18	0	-1	-2	-2.1	-4.3	-9	12
CCCCN(C(=O)C1CCC1)c1c(N)n(Cc2ccccc2)c(=O)[nH]c1=O
    6	.	.	-2	.	.	.	7	-4

Later entries:
Values run as follows: GalR3 antagonist	p-CIP stab down	NS3 helicase inh	IDE act	UBC9 SUMO inh	VIM-2 inh	IMP-1 inhibitor	IDE cell inh	CRFBP-R2 block
O=C(Nc1ccc(SC(F)F)cc1)C1=COCCO1
    3	-1	-8	-3	-1	-4.2	-6.7	-1	7
CC(Cc1cccs1)N(Cc1ccc(Cl)cc1)C(=O)c1ccncc1 (stereo not given)
    -8	-12	-2	3	-2	7.2	-0.7	0	-1
C=CCN(c1ccccc1OC)S(=O)(=O)c1cccc(C(=O)OCC(=O)N2CCOCC2)c1
    1	.	.	5	.	.	.	-4	13
O=C(CSC1=NCCS1)Nc1nc2c(s1)CCCC2
    -4	4	25	3	3	-2.4	-2.1	3	2
CC(NC(=S)Nc1c(Br)cccc1OC(F)F)C(C)(C)C (stereo not given)
    -1	-3	-8	1	8	-1.8	-3.2	3	-19
O=C(COC(=O)CSc1cc(Cl)ccc1Cl)Nc1ncc(C(F)(F)F)cc1Cl
    -2	-14	5	1	-1	0.5	-0.4	5	-9
CCn1c(SCC(N)=O)nnc1-c1ccc(S(=O)(=O)N2CCN(C)CC2)cc1
    -3	8	-2	7	-3	-2.1	-7.8	12	2
Cc1cc(=O)cc(C)n1-c1ccc(Br)cc1
    -2	-9	-2	-1	3	-1.9	-1.8	4	-2
COc1ccc(NC(=O)CCCn2cnc3ccccc3c2=O)cc1
    -9	4	5	-5	15	-4.0	-3.8	3	-11
COc1cccc2c(Nc3ccccc3C)cc(C)nc12
    -4	-3	-24	5	8	0.1	-3.5	1	7
COC(=O)c1ccc(COc2ccccc2/C=N/NC(=O)c2cccnc2)cc1
    13*	9	-10	-8	4	2.5	-1.2	1	2
CCOc1cc(C(=O)NCc2nnc(SCC(=O)OC)n2C)cc(OCC)c1OCC
    -5	-4	-12	-3	13	-1.5	-1.7	0	20
O=C(Nc1ccc(-c2nnc3n2CCCCC3)cc1)c1ccco1
    -4	-3	2	1	-8	1.6	-1.2	0	-11
Cc1ccc2scc(CN3CCCC3)c2c1
    -4	.	.	6	.	.	.	1	4
COc1ccc(NC(=S)N(CCCN2CCCCCC2)Cc2cccs2)cc1
    -5	8	-34	-1	-6	-2.2	-4.2	-1	3
COCc1cc(C)nc(SCC(=O)Nc2ccc3[nH]c(=O)[nH]c3c2)c1C#N
    -8	-6	10	8	-6	-0.9	1.3	3	2
Cn1c(SCc2nc3cc(C(=O)O)ccc3c(=O)[nH]2)nnc1C(F)(F)F
    1	5	2	1	1	-3.1	-3.1	-5	6
c1cc2c(cc1-c1csc(NNC3=NCCCCC3)n1)OCCO2
    -4	5	-14	.	12	-5.4	-4.5	12	-23
COc1ccc(C(=O)OCC(=O)NC23CC4CC(CC(C4)C2)C3)c(OC)c1OC
    -6	.	.	1	.	.	.	-3	3
COc1cccc(NC(=O)CN2C(=O)NC3(CCc4ccccc43)C2=O)c1 (stereo not given)
    -6	.	.	1	.	.	.	-2	-6
Clc1ccc2nc3c4ccccc4cnn3c2c1
    -7	21	-3	-3	4	1.7	-2.2	10	-7
Cc1ccc(S(=O)(=O)NCC(=O)N/N=C/c2ccc(Cl)cc2)cc1
    8	-10	3	0	-3	-2.4	-2.8	-3	-17
CN1CCN(S(=O)(=O)c2ccc(Oc3cccc(C(F)(F)F)c3)nc2)CC1
    -4	.	.	2	.	.	.	-4	-5

Rows are unselected; any-hit rate near 3.2%.
